# Furin inh – inhibitors of human furin; AID 463115; 220,000 compounds, 0.061% hits; P09958; purified furin, fluorogenic substrate cleavage; inhibition, % at 30 µM; in the data active = inhibition above about 25%; note: inactives centre near -15
# PPC-1+TRAIL kill – PPC-1 cancer cell killing with TRAIL present. PPC-1 cells + TRAIL, ATPLite viability luminescence. cell killing (% activity), % at 4 µM. 220,000 compounds, 0.41% hits;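 active = cell killing above 50% in the first pass at 4 µM, then a duplicate retest at 5 µM averaging 50% or more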;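 note: plate controls were cells with TRAIL plus DMSO for no effect and medium-only wells lacking cells for full effect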
# EP2 antag – blocks the human prostaglandin E2 receptor EP2; C6 glioma cells expressing human EP2, cAMP TR-FRET; cells stimulated with saturating PGE2; 260,000 compounds, 0.52% hits; inhibition, % at 25 µM; P43116;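 active = percent inhibition above 40 after rounding to a whole number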;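 note: rat C6 glioma host cells with rolipram phosphodiesterase inhibitor present; the protocol text gives 20 µM as final concentration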
# Target sequence (P43116 whole entry, looked up): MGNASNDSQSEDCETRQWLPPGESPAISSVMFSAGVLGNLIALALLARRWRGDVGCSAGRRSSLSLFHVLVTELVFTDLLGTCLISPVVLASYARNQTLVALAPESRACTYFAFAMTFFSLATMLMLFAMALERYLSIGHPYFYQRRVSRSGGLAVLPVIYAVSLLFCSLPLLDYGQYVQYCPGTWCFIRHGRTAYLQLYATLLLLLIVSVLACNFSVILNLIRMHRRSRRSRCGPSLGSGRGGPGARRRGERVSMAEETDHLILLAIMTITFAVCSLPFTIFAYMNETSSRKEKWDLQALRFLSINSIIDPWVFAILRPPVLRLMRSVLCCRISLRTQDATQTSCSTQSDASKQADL
# NCF1 inh – p47phox (human) inhibition. inhibition, % at 24.7 µM. AID 1274. 220,000 compounds, 0.53% hits. p47phox/p22phox peptide binding, fluorescence polarization, 2 h;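 active = inhibition above about 30%, limit read from the data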;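 note: 0% = p47phox with labelled peptide and 100% = labelled peptide alone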
# Target sequence (P14598 whole entry, looked up): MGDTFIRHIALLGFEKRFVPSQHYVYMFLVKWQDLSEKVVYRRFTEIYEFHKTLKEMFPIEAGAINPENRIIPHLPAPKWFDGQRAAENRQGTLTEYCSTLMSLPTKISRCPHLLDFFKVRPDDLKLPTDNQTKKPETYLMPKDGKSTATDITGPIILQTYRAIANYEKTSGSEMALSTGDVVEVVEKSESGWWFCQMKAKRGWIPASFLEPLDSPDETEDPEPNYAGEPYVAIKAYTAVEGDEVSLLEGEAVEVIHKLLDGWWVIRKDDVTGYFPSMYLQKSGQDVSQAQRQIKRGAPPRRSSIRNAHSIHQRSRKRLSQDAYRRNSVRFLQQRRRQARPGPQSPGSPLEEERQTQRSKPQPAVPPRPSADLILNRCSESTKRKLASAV
# Tb hexokinase – blocks Trypanosoma brucei hexokinase 1 activity | recombinant TbHK1, G6PDH-coupled NADH A340 | inhibition, % at 10 µM | 220,000 compounds, 0.11% hits;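 active = inhibition of 50% or more in the single-dose primary screen; inactive = inhibition below 50%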
# RBBP9 inh – blocks human serine hydrolase RBBP9 | O75884 | recombinant RBBP9, FP-Rh probe fluorescence polarization | inhibition, % at 7.94 µM | 220,000 compounds, 0.2% hits | AID 1515;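 active = inhibition above the campaign mean of all tested compounds plus 3 SD, cut at about 14% in these data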;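 note: plate controls were DMSO wells with RBBP9 for no effect and wells lacking RBBP9 protein for full effect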
# Target sequence (O75884 whole entry, looked up): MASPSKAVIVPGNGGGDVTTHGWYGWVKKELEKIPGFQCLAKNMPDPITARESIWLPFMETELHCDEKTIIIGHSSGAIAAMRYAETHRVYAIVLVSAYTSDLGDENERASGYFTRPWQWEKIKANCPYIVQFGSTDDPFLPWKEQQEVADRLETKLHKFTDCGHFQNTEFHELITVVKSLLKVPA
#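 System: RBBP9 protein / Quantity: 2.5 µM RBBP9 dispensing solution, before mixing / Also added: Serine-hydrolase probe FP-Rh, 375 nM pre-mixing / Dosing: 7.94 µM single dose, 0.794% DMSO / Timing: enzyme-compound preincubation 30 min, then probe labeling 45 min, 25 °C / Signal: FP readout at 525/598 nm / Controls: DMSO-treated enzyme wells and wells lacking RBBP9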
# Ba/F3 V617F tox – loss of viability in JAK2V617F-driven Ba/F3 cells; Ba/F3 EpoR-JAK2V617F viability, ATP luminescence; inhibition, % at 5.6 µM; 220,000 compounds, 1.1% hits;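 active = inhibition above the campaign mean plus 3 SD over all tested compounds, cut at about 24% in these data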;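 note: cytokine-independent growth of Ba/F3 cells driven by EpoR plus mutant JAK2; 0% = DMSO-treated cells and 100% = JAK inhibitor I control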
# p97 inhibitor – human p97 ATPase inhibition; P55072; recombinant p97 ATPase, Kinase-Glo ATP luminescence, 3 h; inhibition, % at 8 µM; 220,000 compounds, 0.42% hits; in the data active = inhibition above about 15%;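 note: 0% = DMSO vehicle and 100% = wells lacking enzyme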
# BaF3 tox – reduces parental Ba/F3 cell viability, JAK2V617F counter-screen; CellTiter-Glo ATP luminescence; inhibition, % at 5.6 µM; 220,000 compounds, 1.1% hits; AID 1486;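 active = inhibition above a per-campaign cutoff, the mean inhibition of all tested compounds plus 3 SD, cut at about 27% in these data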;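 note: 0% = DMSO wells and 100% = JAK Inhibitor I control wells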
# Active calls of the source: *; nt = no result given; & = joins results of further samples; [ ] = another dose, or the depositor's remark.
SMILES,Furin inh,PPC-1+TRAIL kill,EP2 antag,NCF1 inh,Tb hexokinase,RBBP9 inh,Ba/F3 V617F tox,p97 inhibitor,BaF3 tox
CC(C)NC(=O)NS(=O)(=O)c1cnccc1N1CCCCC1,-15[20 µM],2,7,4,-2,-4,1,-3,3
Cc1cnc(NC(=O)CSc2nc3ccccc3c(=O)[nH]2)s1,-18[20 µM],27,15,-10,2,-2,5,-5,4
CN1C2=NCCN2C(=O)c2cc(Cl)ccc21,-6,8,10,-3,-7,5,-3,5,1
COc1ccc(C(=O)NC(=S)NCc2cccnc2)cc1Br,-14,13,11,-15,-1,-5,3,1,6
COc1ccc([C@@H]2C[C@@H](c3ccccc3)Oc3cc(C)cc(C)c32)cc1,-20,4,18,-11,-12,nt,nt,nt,nt
O=C(C(=O)N1CCc2ccccc2C1)c1cn(CC(=O)N2CCOCC2)c2ccccc12,-13,-7,7,2,-4,-7,-5,3,6
O=C(c1cc([N+](=O)[O-])cc([N+](=O)[O-])c1)N1CCN(Cc2ccc3c(c2)OCO3)CC1,-13,-20,7,-5,-2,-7,-3,2,1
COc1ccc(N2C(=O)c3ccccc3S2(=O)=O)cc1,-13,-38,9&10,1,-10,-8,1,2,4
O=C(CCn1c(=O)sc2ccccc21)NCc1cccs1,3[20 µM],11,8,-4,-3,6,-4,5,0
Cc1ccc(S(=O)(=O)N2CCN(C(=O)CC(C)C)CC2)cc1,2,nt,0,-1,3,-3,3,-4,4
O=c1[nH]c2ccc(NS(=O)(=O)c3ccc([N+](=O)[O-])cc3)cc2[nH]1,-6,9,10,-5,-4,-3,-1,4,2
CC1(C)CC(=O)C2=C(C1)NC1=C(C(=O)c3ccccc31)C2c1cccnc1 (stereo unspecified),-9,22,5,-10,-17,-2,-2,10,6
Cc1ccc(C)c(NC(=O)CSc2c(C)n[nH]c2C)c1,-19,18,6,-2,12,3,0,6,3
COc1ccccc1NC(=O)CSc1nnc(C)o1,-17,5,11&6,2,-1,5,2,-4,10
Cc1[nH]c2c(C)cccc2c1CCNC(=O)C1CCCCC1C(=O)OCC(F)(F)F (stereo unspecified),-20,-17,10,-11,-10,-7,-3,-6,3

# Results in p97 inhibitor, RBBP9 inh and PPC-1+TRAIL kill, for some of the entries so far:
mol | p97 inhibitor | RBBP9 inh | PPC-1+TRAIL kill
CC(C)NC(=O)NS(=O)(=O)c1cnccc1N1CCCCC1 | -3 | -4 | 2
Cc1cnc(NC(=O)CSc2nc3ccccc3c(=O)[nH]2)s1 | -5 | -2 | 27
CN1C2=NCCN2C(=O)c2cc(Cl)ccc21 | 5 | 5 | 8

# Carrying on:
SMILES,Furin inh,PPC-1+TRAIL kill,EP2 antag,NCF1 inh,Tb hexokinase,RBBP9 inh,Ba/F3 V617F tox,p97 inhibitor,BaF3 tox
CCC(C)(C)NC(=O)C(c1ccc(C)cc1)N(Cc1ccco1)C(=O)CCC(=O)Nc1nccs1 (stereo unspecified),-6[20 µM],25,9,2,3,0,-5,1,0
CC(C)Cn1c(-c2ccco2)csc1=Nc1cccnc1,-8[20 µM],4,12,-41,-13,-6,-2,-2,5
Nc1cccc(CCc2nc3ccccc3[nH]2)c1,-11,23,8,-22,-5,-3,-1,3,5
COc1ccccc1NS(=O)(=O)c1cccc2nsnc12,-10,-8,4,0,-23,8,-4,12,0
CC1CC(C)CN(C(=O)c2ccc(N3CC4CC(C3)c3cccc(=O)n3C4)c([N+](=O)[O-])c2)C1 (stereo unspecified),-13,4,5,0,31,-6,-4,4,2
CCn1c(SCC(=O)Nc2ccc3c(c2)OCO3)nnc1-c1ccccc1O,-16[20 µM],14,9,8,1,1,-1,3,3
OCc1cn(-c2ccccc2)nc1-c1ccc(-c2nn(-c3ccccc3)cc2CO)cc1,-4,4,22,7,-9,-7,3,-8,3
O=C(CCC1CCCCC1=O)c1ccccc1 (stereo unspecified),-23,13,nt,-11,6,-8,-1,4,6
O=C(Cn1cncn1)NCCC(c1ccccc1)c1ccccc1,-34,-2,5,-7,-8,8,-1,0,6
Fc1ccc(CSc2nc3ncccc3[nH]2)cc1,-3,31,6,-10,7,-2,1,-14,1
CCNc1nc(OC)nc(Oc2ccc(C(=O)OC)cc2)n1,-1[20 µM],1,13,-4,-7,-2,-5,0,2
CCc1ccc2c(c1)C(c1ccc([N+](=O)[O-])cc1)=NNC(c1ccc(C)cc1)=N2,-3,-7,7,-3,25,-7,2,-2,5
Nc1c(C=C2C=CC(=O)C=C2)c(=O)nc2snc(SCc3ccccc3)n12,-10,9,9,-62,-20,-12,-2,13,-3
CC(C)P(=O)(c1cccc(C(=O)O)c1)C(C)C,-22,26,10,-5,33,-11,-2,8,-1
COc1ccc(C(Nc2ccccn2)c2c(NC(=O)c3ccco3)sc(C)c2C)cc1OC (stereo unspecified),-24,3,6,-3,-19,-12,0,-4,0
COc1ccccc1C(=O)NCC(=O)N/N=C/c1ccncc1,-12,10,4,6,8,1,4,16*,4
COC(=O)Cc1cc(=O)[nH]c(/N=C(\N)Nc2ccc(C)cc2C)n1,-23,17,17,3,-1,1,-4,6,1
O=C(CNS(=O)(=O)c1ccc(C(=O)N2CCCCC2)cc1)N1CCCCC1,-13,33,16&4,-10,-1,-9,3,-5,2
COc1cc(CNC2CCCCC2)c(Br)cc1OC1CCCC1,-23,12,11,-14,0,-2,0,-2,11
O=C1CC(c2ccc(F)cc2)Cc2nc(N3CCN(c4ccccc4)CC3)ncc21 (stereo unspecified),-9,22,22,0,4,-2,1,1,3
CCc1ccccc1NC(=O)N[C@H](C(=O)O)C(C)C,-8[20 µM],14,9,-15,2,5,-2,9,1
CCN(CCNC(=O)c1ccc2nc(-c3ccccc3NC(C)=O)c(=O)[nH]c2c1)c1ccccc1,-19,-16,15,-12,-23,-6,2,-9,7
C=CC#CC1(O)CC(C)[N+](C)(C)CC1C (stereo unspecified),-31,5,6,-5,5,-2,-1,2,3
CCOC(=O)C(NC(C)=O)(Nc1ccc(S(=O)(=O)Nc2ccncn2)cc1)C(F)(F)F (stereo unspecified),-24[20 µM],4,3,-4,3,-7,-4,3,2
COC(=O)c1ccc(CSc2nnc(-c3ccncc3)o2)o1,-15[20 µM],3,10,0,0,-9,-2,-5,0
Cc1cc(NC(=O)CCC(=O)N(Cc2ccco2)C(C(=O)NC2CCCCC2)c2cccs2)no1 (stereo unspecified),-13,-3,0,-1,-4,-8,-1,-2,2
COc1cc(/C=N/NC(=O)c2cc3ccccc3cc2O)ccc1OCCN1CCCCC1,8,17,35,9,-47,-3,-1,2,5
CCOC(=O)CSCc1cn2cc(Cl)ccc2n1,-8[20 µM],6,1,-16,0,-3,0,3,3
O=C(NCc1ccc2c(c1)OCO2)C1CCCN(S(=O)(=O)c2cccc3nonc23)C1 (stereo unspecified),-16[20 µM],-3,9,-52,-2,7,-2,2,6
O=C(Nc1cccc(NC(=O)c2sc3ccccc3c2Cl)c1)c1ccco1,-8,0,13,-5,31,-31,0,-1,4
NC(N)=Nc1nc(CSCC/C(N)=N/S(N)(=O)=O)cs1,-10,14,12&9,-2,2,-3,2,0,9
COc1ccc(NC(=O)C2CCN(S(=O)(=O)c3cccc4cccnc34)CC2)cc1OC,-17,-4,nt,-7,-10,-6,0,0,2
CCC(Sc1nc2sc(C(=O)OC)c(C)c2c(=O)n1N)C(=O)N(CC)CC (stereo unspecified),-7[20 µM],26,7,0,-8,-8,3,-2,7
O=[N+]([O-])c1cc(C(F)(F)F)ccc1Sc1nccn1Cc1ccccc1,-15[20 µM],5,11,-6,2,-3,0,0,0
COc1ccc(OC)c(C(=O)COC(=O)c2cccnc2Cl)c1,1,9,1,3,1,4,4,-3,11
Cc1cc(C)nc(N2CCC(C(=O)O)CC2)n1,-20,14,12&10,-3,7,0,-3,4,1
COC(=O)c1ccccc1NC(=O)N[C@@H](C)C(=O)OC,-12[20 µM],12,6,-5,3,1,-3,4,-1
O=C(NC(=S)N1CCN(c2ccc(O)cc2)CC1)c1cccs1,6,-9,9,-4,-16,-5,0,10,2
Clc1cc(Br)ccc1OCCn1ccnc1,-21[20 µM],19,7,3,5,-6,-1,1,8
Cc1cccc(-n2c(C)n[nH]c2=S)c1C,-18[20 µM],12,10,-7,4,-1,-1,3,3
CN(c1ccccc1C(=O)NCc1ccccn1)S(C)(=O)=O,-22[20 µM],6,16,-1,5,-8,1,9,2
CCOC(=O)N1CCC(NC(=O)c2cc(C(=O)Nc3ccc(F)cc3F)ccc2CO)CC1,-24,16,5,0,-4,2,1,-2,8
O=C(COC(=O)CNC(=O)C1CCCCC1)Nc1ccc2ccccc2c1,-8[20 µM],15,7,-3,2,5,0,0,3
Oc1ccccc1N1CCN(C(=S)Nc2ccc(SC(F)F)cc2)CC1,-17,32,11,-12,3,-5,-5,3,0
O=C(CCNC(=O)c1ccccc1Cl)Nc1ccc2c(c1)OCO2,-16[20 µM],13,6,-9,-6,3,0,1,4
CS(=O)(=O)c1ccc(-c2nn[nH]n2)cc1,-11,18,25&26,-1,14,-4,0,3,1

# An excerpt from above in order of the Furin inh value, highest first.
mol	Furin inh	NCF1 inh	Tb hexokinase	RBBP9 inh	p97 inhibitor
COc1ccc(NC(=O)C2CCN(S(=O)(=O)c3cccc4cccnc34)CC2)cc1OC	-17	-7	-10	-6	0
Cc1cc(C)nc(N2CCC(C(=O)O)CC2)n1	-20	-3	7	0	4
CCOC(=O)N1CCC(NC(=O)c2cc(C(=O)Nc3ccc(F)cc3F)ccc2CO)CC1	-24	0	-4	2	-2

# Structural class, the compounds so far with bromine
SMILES,Furin inh,PPC-1+TRAIL kill,EP2 antag,NCF1 inh,Tb hexokinase,RBBP9 inh,Ba/F3 V617F tox,p97 inhibitor,BaF3 tox
COc1ccc(C(=O)NC(=S)NCc2cccnc2)cc1Br,-14,13,11,-15,-1,-5,3,1,6
COc1cc(CNC2CCCCC2)c(Br)cc1OC1CCCC1,-23,12,11,-14,0,-2,0,-2,11
Clc1cc(Br)ccc1OCCn1ccnc1,-21[20 µM],19,7,3,5,-6,-1,1,8

# Screening results (PubChem)

# The list is partial, so the mix of outcomes need not match the whole.
